# HIF-2a block = HIF-2a reporter inhibitors, primary screen, luminescence, 786-0 RCC cells | 786-0 RCC cells HIF-2a reporter, luciferase luminescence, overnight | inhibition, % at 18.8 µM | actives 0.72% (n = 360,000) | AID 624352, 2012;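 active means inhibition of the luminescence signal of 40% or more relative to plate controls, in a single-dose primary screen at 18.75 µM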
# NR2E3 ag-1 = NR2E3 agonists in two-hybrid cells, primary screen, cell-based, luminescence, CHO-S, Gal4-NCOR/VP16-NR2E3 | AID 602229, 2012 | Photoreceptor-specific nuclear receptor (Homo sapiens), Q9Y5X4 | actives 0.35% (n = 360,000) | luciferase | inhibition of corepressor binding, % at 3.98 µM;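 active means inhibition above the mean of all tested compounds plus 3 SD, cut at about 70% in these data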;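 further: 0% = DMSO with NR2E3 transfected cells and 100% = cells lacking NR2E3 construct; higher means lower luciferase signal from less NR2E3 corepressor binding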
# Cardio protect = cardioprotection against H2O2-induced cell death, primary screen, uHTS, H9c2 cells, ATPLite luminescence; H9c2 cardiomyocytes, H2O2 injury protection, 2 h; protection from H2O2 cell death, % at 20 µM; actives 0.63% (n = 360,000); AID 588492, 2011;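 active means compounds giving at least 50% protection of heart cells from peroxide-induced death in the single-dose screen, raw or plate-pattern-corrected value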;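 further: 0% = DMSO wells with peroxide and 100% = DMSO wells without peroxide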
# Shn3 inh set2 = reduction of Shn3 3'UTR firefly luciferase signal, primary screen, Schnurri-3 inhibitor project, cell-based, Clone20 osteoblasts, set 2 | Clone20 osteoblast Shn3 3'UTR firefly luciferase, 24 h | inhibition, % at 12.5 µM | actives 0.52% (n = 360,000) | AID 588674, 2011;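 active means mean inhibition of at least 75% with every replicate also reaching 75%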;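 further: 0% = median of neutral control wells and 100% = pilot-screen positive control compound; some compounds past the cut are filed as inactive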
# CaV13 ICDI inh = Disruptors of the CACNA1D IQ motif to Ca2+-dependent inactivation inhibitor domain association, primary screening, Förster resonance energy transfer in intact living …; HEK cells, CFP/YFP FRET ICDI-IQ, plate reader, 10 min; percent FRET-ratio fall versus neutral wells; actives 0.098% (n = 340,000); inhibition, % at 12.3 µM;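 active means mean replicate inhibition of at least 30% and at least 1% of replicates passing that level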;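 further: 0% = median of the neutral control wells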
# PDI turbidity = inhibitors of human PDI, primary screen, biochemical, turbidity, single point, plate reader; inhibition, % at 10 µM; AID 588391, 2011; actives 0.052% (n = 350,000); PDI insulin aggregation turbidity, A650, 90 min;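 active means mean inhibition across replicates of 30% or more, whatever share of single replicates reach that level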;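 further: absorbance from insulin aggregation driven by PDI reduction with DTT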
# Target sequence (P07237 whole entry, looked up): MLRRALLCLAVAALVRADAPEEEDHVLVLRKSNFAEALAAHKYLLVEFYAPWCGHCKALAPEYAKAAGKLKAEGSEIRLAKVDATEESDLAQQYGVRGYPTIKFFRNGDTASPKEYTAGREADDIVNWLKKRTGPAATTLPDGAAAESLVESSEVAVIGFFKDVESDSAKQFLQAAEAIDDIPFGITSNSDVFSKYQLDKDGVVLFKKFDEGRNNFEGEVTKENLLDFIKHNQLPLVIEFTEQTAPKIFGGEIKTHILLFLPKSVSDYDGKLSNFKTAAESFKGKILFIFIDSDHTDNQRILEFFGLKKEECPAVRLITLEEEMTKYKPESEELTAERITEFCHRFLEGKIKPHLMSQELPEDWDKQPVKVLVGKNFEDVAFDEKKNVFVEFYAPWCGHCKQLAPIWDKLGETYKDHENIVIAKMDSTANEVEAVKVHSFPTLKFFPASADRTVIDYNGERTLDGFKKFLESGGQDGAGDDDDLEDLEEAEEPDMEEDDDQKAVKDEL
# HTR2A ag = mouse Htr2a agonists via beta-arrestin recruitment, primary screen, cell-based, luminescence. 5-hydroxytryptamine receptor 2A (Mus musculus), P35363. CHO-K1 mHTR2A beta-arrestin complementation; percent of 30 µM serotonin response. activation, % at 7.6 µM. actives 0.66% (n = 360,000);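 active means activation above a run cutoff, the mean activation of all tested compounds plus 3 SD, cut at about 14% in these data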;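 further: 0% = plate median of compound wells and 100% = 30 µM serotonin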
# Target sequence (P35363 whole entry, looked up): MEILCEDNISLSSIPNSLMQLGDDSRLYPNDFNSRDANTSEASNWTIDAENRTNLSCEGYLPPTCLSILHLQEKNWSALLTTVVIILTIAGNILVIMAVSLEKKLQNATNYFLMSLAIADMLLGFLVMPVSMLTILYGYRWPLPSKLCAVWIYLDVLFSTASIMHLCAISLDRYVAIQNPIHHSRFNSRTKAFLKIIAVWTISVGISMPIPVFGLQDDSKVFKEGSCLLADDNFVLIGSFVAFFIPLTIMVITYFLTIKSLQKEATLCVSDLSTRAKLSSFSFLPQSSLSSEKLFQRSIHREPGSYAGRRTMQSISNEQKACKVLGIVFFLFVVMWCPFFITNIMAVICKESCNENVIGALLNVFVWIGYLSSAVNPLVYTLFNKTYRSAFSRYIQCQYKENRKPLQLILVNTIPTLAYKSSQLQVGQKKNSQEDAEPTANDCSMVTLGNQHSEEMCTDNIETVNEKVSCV
# MITF TRPM1 inh = inhibitors of MITF-dependent TRPM1 promoter reporter, primary screen, cell-based, SK-MEL-5, single point, luciferase; AID 488899, 2010; actives 0.83% (n = 330,000); SK-MEL-5 TRPM1 promoter luciferase, 24 h; inhibition, % at 12.5 µM;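 active means mean inhibition across replicates of 60% or more, whatever share of single replicates reaches that level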; further: values of inactives mirror those of a sister screen read the other way
# Peg3 promoter = Peg3 promoter-driven luciferase inhibitors, primary screen, cell-based, HeLa, luciferase luminescence; HeLa PEG-Prom luciferase reporter, overnight; inhibition, % at 20 µM; actives 1.7% (n = 360,000); AID 588405, 2011;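 active means inhibition of at least 50% at 20 µM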
# NR2E3 ag-2 = inhibitors of NR2E3-RetCOR corepressor binding, primary screen, NR2E3 agonist project, biochemical, TR-FRET, GST-NR2E3, biotin-RetCOR. 1536-well. AID 2300, 2010. actives 0.12% (n = 320,000). inhibition of corepressor binding, % at 4.78 µM;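 active means percent inhibition above the cutoff of mean plus 3 SD of all tested compounds, set per screening campaign, cut at about 20% in these data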;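 further: 0% = DMSO wells and 100% = biotin wells as full block of FRET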
#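 Format: 1536-well format; test system: GST-NR2E3 and biotin-RetCOR proteins; read-out basis: percent inhibition of TR-FRET ratio; timing: 5 h incubation at 4 °C; detection: time-resolved FRET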
# hiPSC survival = enhancers of single-cell hiPSC survival, primary screen, ATPlite luminescence | 100% = ROCK inhibitor wells, 0% = DMSO | survival enhancement, % at 20 µM | actives 0.044% (n = 360,000) | AID 602274, 2012; in the data active means survival enhancement above about 18%;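 further: cells exposed to compounds for 16 hours before the ATP read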
# Numbers without * were called inactive; . = not tested or not shown.
# Results follow in this order: HIF-2a block	NR2E3 ag-1	Cardio protect	Shn3 inh set2	CaV13 ICDI inh	PDI turbidity	HTR2A ag	MITF TRPM1 inh	Peg3 promoter	NR2E3 ag-2	hiPSC survival
COc1ccccc1/C=C/C(=O)OCC(=O)c1cc(C)n(C)c1C
 : -62	-26	3	-5	-3	-4	0	-1	-39	0	1.0
O=C1C(=O)N(Cc2cccnc2)C(c2cccc([N+](=O)[O-])c2)/C1=C(/O)c1ccc2c(c1)OCO2 (centres undefined)
 : -6	10	5	5	.	0	-3	2	-5	11	-0.1
O=C(CSc1ccc(-c2ccco2)nn1)c1ccccc1
 : -129	-51	-4	-2	-3	-3	1	-27	-151	-1	0.4
O=C(NCc1nc(-c2ccccc2)no1)Nc1ccc(F)cc1
 : 8	11	2	7	4	-10	0	-2	7	0	4.0
O=C(O)c1ccccc1Nc1ccc([N+](=O)[O-])cc1C(=O)O
 : 5	-1	2	-41	-16	5	5	0	-5	2	0.1
O=C(Nc1ccc(Br)cc1)c1ccc2c(c1)OCO2
 : -248	-160	-12	-4	-22	-37	-7	-70	-310	5	-0.2
CC1=C(C(=O)OCc2ccccc2)C(c2ccccc2)NC(=O)N1CCCC(=O)O (centres undefined)
 : 9	-1	7	-1	-10	-13	5	0	-11	1	2.7
O=C(Nc1nnc(Cc2ccc(Cl)cc2)s1)c1ccncc1
 : 10	-14	1	4	-21	-5	5	.	6	3	-0.6
COc1cc2c(cc1OC)CN(c1nc(-c3cccnc3)nc3ccccc13)CC2
 : -23	-28	58*	-1	-7	3	5	-8	65*	1	-0.5
CCc1noc(C)c1C(=O)Nc1nc2ccc(OC)cc2s1
 : -124	20	0	-27	-6	-5	2	-31	-107	2	-0.4
CCCCCOc1ccc(C(=O)OCC(=O)Nc2cc(C)c(C)cc2[N+](=O)[O-])cc1
 : -4	-13	-6	1	-6	0	2	-6	3	5	-1.6
O=C(NCc1ccc(F)cc1)c1cc2ccccn2n1
 : -48	-25	-3	-14	-4	.	5	.	-19	3	2.6
CC1=C(c2ccccc2)[N+](=O)C2(CCCC2)N1[O-]
 : -4	-2	5	8	-5	-4	-1	1	1	0	0.6
COc1ccccc1C(=O)Nc1ccc2nc(SCC(=O)N(C)C)sc2c1
 : -71	-6	12	-3	-5	7	4	-12	-51	3	1.5
CCOc1ccc(NC(=O)CN2C(=O)NC(CCSC)C2=O)cc1 (centres undefined)
 : 9	-7	4	11	2	-2	-3	7	9	-2	-0.2

# Individual results from above:
# O=C(O)c1ccccc1Nc1ccc([N+](=O)[O-])cc1C(=O)O – PDI turbidity = 5
# CC1=C(C(=O)OCc2ccccc2)C(c2ccccc2)NC(=O)N1CCCC(=O)O (centres undefined) – Shn3 inh set2 = -1

# The list continues.
# Results follow in this order: HIF-2a block	NR2E3 ag-1	Cardio protect	Shn3 inh set2	CaV13 ICDI inh	PDI turbidity	HTR2A ag	MITF TRPM1 inh	Peg3 promoter	NR2E3 ag-2	hiPSC survival
COc1cc(C(C)=O)ccc1OCC(=O)Nc1cc(C)on1
 : -149	-16	6	-20	-3	-7	-8	-58	-138	.	0.1
CC(=O)c1ccc(NC(=O)COC(=O)c2nc(Cl)ccc2Cl)cc1
 : 12	-16	5	-18	-2	-2	1	3	18	-1	-0.1
Cc1snc(S(=O)(=O)/C(C#N)=N/Nc2ccc(C(F)(F)F)cc2)c1C#N
 : 1	17	-7	1	.	0	5	16	14	5	2.2
CCOc1ccc(C(=O)N(Cc2ccc(N(C)C)cc2)C2CCS(=O)(=O)C2)cc1 (centres undefined)
 : 23	4	12	0	-4	-5	0	-6	19	2	0.5
O=S(=O)(c1ccccc1)c1cnc(-c2cccnc2)nc1-c1ccccc1
 : 16	-3	-1	2	-5	0	2	3	25	1	0.5
CCc1cc(=O)oc2c(C)c(OCC(=O)N3CCC(C(=O)O)CC3)ccc12
 : -3	-2	-2	7	.	.	-4	3	-7	5	-2.1
CCOc1ccc(OCc2ccc(C(=O)N3CCOCC3)cc2)cc1
 : -111	-60	-3	-8	-6	-3	-6	-25	-84	0	2.7
Cc1cc(C)c(S(N)(=O)=O)c(C)c1-n1cnnn1
 : 18	24	2	-10	-10	2	2	3	-5	-1	5.2
Clc1cccc(-c2nc3c4ccccc4ccn3c2Cc2ccsc2)c1
 : -166	-11	-5	-11	-7	.	10	.	-148	.	-2.0
CC(Sc1nnc(CC(C)c2ccccc2)n1N)C(N)=O (centres undefined)
 : -5	-10	-4	-16	-4	2	-3	1	15	0	0.2
CCCc1c(C(=O)Nc2cc(C(C)(C)C)on2)cnn1-c1ccccc1
 : -22	5	-9	22	3	-5	-3	13	2	1	0.6
O=C1CC(SC(=Nc2ccccc2)Nc2ccccc2)C(=O)N1c1cccc(Cl)c1 (centres undefined)
 : -5	-18	-19	-7	-5	-4	-5	-2	37	4	1.4
Cn1nc(C(=O)Nc2cccc(C(=O)NC3CC3)c2)c2ccccc2c1=O
 : -43	-63	17	-7	-5	2	-1	-4	-16	0	1.1
CC(C)Cn1c(N)c(C(=O)COC(=O)C2CCCCC2)c(=O)n(C)c1=O
 : 6	28	-10	6	-4	-4	3	22	1	-1	-1.4
O=C(CCNC(=O)c1ccc(Br)cc1)Nc1ncccc1O
 : 8	-35	-5	2	-2	-3	1	-1	3	-4	1.0

# Results follow in this order: HIF-2a block	NR2E3 ag-1	Cardio protect	Shn3 inh set2	CaV13 ICDI inh	PDI turbidity	HTR2A ag	MITF TRPM1 inh	Peg3 promoter	NR2E3 ag-2	hiPSC survival
Nc1ccc(NC(=O)NC2CCCCC2)cc1[N+](=O)[O-]
 : -201	-60	-3	-51	-21	2	-1	-39	-204	-1	-0.7
O=C(O)CNS(=O)(=O)c1ccc2c(c1)Cc1cc(S(=O)(=O)NCC(=O)O)ccc1-2
 : 7	3	0	5	-19	-4	-2	-11	10	2	-0.7
O=C1/C(=C/c2ccc(N3CCOCC3)o2)SC(=Nc2ccccc2)N1CCc1c[nH]c2ccccc12
 : 93*	21	-25	97*	.	23	-8	55	102*	2	19
Oc1ccc(/C=C/c2cnccn2)cc1
 : -77	-24	-6	-40	-6	0	-1	-39	-104	2	0.4
CC(C)OC(=O)c1cc(C(=O)c2cc(F)ccc2O)coc1=N
 : 0	11	9	11	-4	-4	-5	11	15	2	1.7
COc1ccc(C(C(=O)NC2CCCC2)N(C(=O)c2ccoc2C)c2ccccc2)cc1 (centres undefined)
 : 20	-48	10	12	-15	1	-3	-20	22	0	-1.0
Cc1nn(C(C)(C)C)c(OC(=O)C2CCCC2)c1S(=O)(=O)c1ccccc1
 : 8	-40	-16	16	0	4	-1	-8	19	.	7.4
CCCCC1=CC2=CC(=O)C(C)(OC(=O)CC)C(=O)C2=CN1CCc1ccccn1 (centres undefined)
 : 11	4	-3	-6	-11	9	-3	-2	-9	2	3.6
COc1cccc(C2/C(=C(/O)c3ccc(F)cc3)C(=O)C(=O)N2CCN(C)C)c1 (centres undefined)
 : -2	11	7	8	-8	5	-1	-3	10	2	-0.2
COc1cccc(-c2nn3c(-c4cc(C)[nH]n4)nnc3s2)c1
 : 4	-24	11	4	-5	-1	-1	-8	-10	4	-1.2
O=C1CC2(CCCC2)Oc2ccc(F)cc21
 : 5	-36	0	-25	-5	1	-1	-6	10	-1	-1.6
O=C(NCc1ccc(Cl)cc1)c1ccc(COCC(F)(F)F)o1
 : 11	-14	0	5	.	3	-1	7	14	-1	-2.2
CC(CNC(=O)Cn1ccc(NC(=O)OCc2ccccc2)nc1=O)c1ccccc1 (centres undefined)
 : 7	-10	0	1	-5	-5	-3	-3	9	1	1.5
CC(C)CCC1(CCNC(C)c2cccs2)CCOC(C)(C)C1 (centres undefined)
 : 8	16	3	15	-21	-17	-5	-15	10	1	-0.1
CCOc1cc(/C=C(/C#N)c2nc3ccccc3[nH]2)ccc1Oc1ccc([N+](=O)[O-])cn1
 : 29	-22	-11	17	-7	-5	0	24	25	2	-1.4

# Results follow in this order: HIF-2a block	NR2E3 ag-1	Cardio protect	Shn3 inh set2	CaV13 ICDI inh	PDI turbidity	HTR2A ag	MITF TRPM1 inh	Peg3 promoter	NR2E3 ag-2	hiPSC survival
CCN(CC(=O)NCc1ccc(Cl)cc1)C(=O)c1cc(S(=O)(=O)N2CCOCC2)ccc1C
 : 6	-4	-6	9	-6	3	6	12	3	.	1.2
COc1cc(CNC(C)(C)CO)ccc1OCC(=O)Nc1ccc(Br)cc1
 : -12	-16	7	-17	.	0	-6	-2	-10	3	-1.0
Cc1ccc(C(=O)Nc2ccc(S(=O)(=O)N3CCOCC3)cc2)cc1Br
 : 20	1	-5	14	-3	-1	1	.	23	5	-0.8
CN(C)c1ccc(/C=C2\SC(N3CCCCC3)=NC2=O)cc1
 : -55	-11	-18	-9	-156	-8	0	4	-46	-4	-0.5
Cc1cccc(C(=O)NCC(=O)NCC(c2ccco2)N2CCCCC2)c1 (centres undefined)
 : 9	-28	5	1	-6	8	5	5	2	-2	-0.5
COc1cc(/C=C(\C#N)C(=O)NCC2CCCO2)ccc1O (centres undefined)
 : 7	4	4	-1	-4	4	7	-35	-5	-1	-0.6
C[C@H](CO)N1C[C@H](C)[C@H](CN(C)C(=O)Nc2ccc(F)cc2)Oc2ccc(NC(=O)NC3CCCCC3)cc2CC1=O
 : -1	-53	1	-23	-5	2	11	-9	-9	.	5.7
c1nc(N2CCOCC2)c2c3c(sc2n1)CCCC3
 : 24	-41	-3	17	-3	4	0	-7	13	0	-2.3
COc1ccc(C2c3c(noc3C)CC(C)(O)C2C(C)=O)cc1 (centres undefined)
 : 14	13	-3	5	-4	-2	-5	14	11	-2	-0.6
CC1C(=O)N(Cc2cn(CCC3OCCO3)nn2)CCS(=O)(=O)N1Cc1ccc(-c2ccccc2)cc1 (centres undefined)
 : -5	5	-20	-5	-4	15	-2	.	-6	.	4.1
O=C(NCCc1ccc(Cl)cc1)c1ccc2nccnc2c1
 : -196	-134	1	-66	-2	14	-3	-52	-247	-2	-0.3
COC(=O)Cn1c2ccccc2c2nc(=O)cc(C)n21
 : 13	-3	18	2	-4	9	4	1	18	-1	-1.0
CCOc1ccc(NC(=O)CN(C)C(=O)c2ccc(-c3ccc(C(C)=O)cc3)o2)cc1OCC
 : -90	-29	-1	-4	-7	-3	3	-43	-109	-2	-0.2
CNC(=O)COC(=O)c1cc2c(s1)CCCC2
 : 9	-8	4	18	-2	7	-1	-14	3	-1	0.1
Cn1c(CC(=O)NNC(=O)c2ccc(F)cc2Cl)nc2ccccc21
 : 12	-34	10	0	-4	14	10	-3	10	7	-0.4

# From PubChem
